Bioassay records as filed in PubChem BioAssay.
SKN-1 inh = suppressors of acrylamide-induced Pgst-4::GFP reporter in worms, primary screen, SKN-1 inhibitor project, whole organism, uHTS, GFP/RFP fluorescence ratio, strain VP596; C. elegans VP596 Pgst-4::GFP/RFP ratio, 24 h; inhibition, % at 21.8 µM; hit rate 0.49% among 360,000;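 active = interference check ratio from 0.5 to 1.5 plus GFP to RFP signal ratio inhibition reaching or exceeding a fixed threshold, cut at about 30% in these data, passing the limit was not always enough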; note: some compounds called inactive have numbers as strong as hits
Neddyl block = inhibitors of cullin neddylation, primary screen, biochemical, TR-FRET, uHTS, NAE and Ubc12; calls only at 25 µM; hit rate 0.58% among 360,000; in the data active = inhibition above about 36%
CendR NRP1 mod = modulators of CendR peptide binding to NRP-1, primary screen, biochemical, fluorescence polarization, uHTS; Neuropilin-1 (Homo sapiens), O14786; FAM-RPARPAR peptide binding to NRP-1; inhibition, % at 25 µM; hit rate 0.85% among 360,000;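 active = inhibition or corrected inhibition above about 18%, plus a signal ratio from 0.5 to 1.5, limit read from the data, passing the limit was not always enough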; note: strong numbers were not always called active
Rin1-Abl PPI inh = inhibitors of Rin1-Abl protein binding, primary screen, biochemical, TR-FRET; inhibition, % at 7.35 µM; AID 588664, 2011; Tyrosine-protein kinase ABL1 (Homo sapiens) + Ras and Rab interactor 1 (Homo sapiens), …; hit rate 0.4% among 360,000; in the data active = inhibition above about 5%, passing the limit was not always enough
Target sequence (P00519 whole entry, looked up): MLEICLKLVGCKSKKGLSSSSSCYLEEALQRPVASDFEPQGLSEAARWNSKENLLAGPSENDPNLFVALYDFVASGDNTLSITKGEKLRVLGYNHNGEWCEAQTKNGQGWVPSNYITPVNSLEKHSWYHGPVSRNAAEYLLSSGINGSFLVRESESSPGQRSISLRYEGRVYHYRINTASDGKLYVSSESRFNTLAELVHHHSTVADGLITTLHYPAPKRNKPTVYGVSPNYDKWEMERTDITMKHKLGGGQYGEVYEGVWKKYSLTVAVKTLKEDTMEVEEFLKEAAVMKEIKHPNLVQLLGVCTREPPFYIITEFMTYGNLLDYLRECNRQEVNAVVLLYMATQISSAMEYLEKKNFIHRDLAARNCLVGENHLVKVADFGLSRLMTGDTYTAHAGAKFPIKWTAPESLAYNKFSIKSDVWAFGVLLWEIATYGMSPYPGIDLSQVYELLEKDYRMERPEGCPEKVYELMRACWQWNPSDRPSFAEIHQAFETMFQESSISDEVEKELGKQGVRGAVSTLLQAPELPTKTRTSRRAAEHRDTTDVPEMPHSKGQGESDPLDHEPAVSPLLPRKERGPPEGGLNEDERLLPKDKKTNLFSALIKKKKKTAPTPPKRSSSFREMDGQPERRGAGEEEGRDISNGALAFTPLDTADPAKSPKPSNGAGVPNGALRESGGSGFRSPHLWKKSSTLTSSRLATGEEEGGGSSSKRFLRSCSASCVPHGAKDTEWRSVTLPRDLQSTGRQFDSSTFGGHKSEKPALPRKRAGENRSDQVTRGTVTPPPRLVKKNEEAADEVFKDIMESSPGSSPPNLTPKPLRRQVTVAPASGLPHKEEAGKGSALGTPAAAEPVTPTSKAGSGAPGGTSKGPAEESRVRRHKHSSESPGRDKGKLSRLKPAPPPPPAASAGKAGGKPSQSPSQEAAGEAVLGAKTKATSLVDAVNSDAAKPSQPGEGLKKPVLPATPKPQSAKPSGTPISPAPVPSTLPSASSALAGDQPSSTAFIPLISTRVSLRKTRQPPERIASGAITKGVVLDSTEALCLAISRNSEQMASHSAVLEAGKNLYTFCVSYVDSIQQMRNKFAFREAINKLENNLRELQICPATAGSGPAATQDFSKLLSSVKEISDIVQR
Target sequence (Q13671 whole entry, looked up): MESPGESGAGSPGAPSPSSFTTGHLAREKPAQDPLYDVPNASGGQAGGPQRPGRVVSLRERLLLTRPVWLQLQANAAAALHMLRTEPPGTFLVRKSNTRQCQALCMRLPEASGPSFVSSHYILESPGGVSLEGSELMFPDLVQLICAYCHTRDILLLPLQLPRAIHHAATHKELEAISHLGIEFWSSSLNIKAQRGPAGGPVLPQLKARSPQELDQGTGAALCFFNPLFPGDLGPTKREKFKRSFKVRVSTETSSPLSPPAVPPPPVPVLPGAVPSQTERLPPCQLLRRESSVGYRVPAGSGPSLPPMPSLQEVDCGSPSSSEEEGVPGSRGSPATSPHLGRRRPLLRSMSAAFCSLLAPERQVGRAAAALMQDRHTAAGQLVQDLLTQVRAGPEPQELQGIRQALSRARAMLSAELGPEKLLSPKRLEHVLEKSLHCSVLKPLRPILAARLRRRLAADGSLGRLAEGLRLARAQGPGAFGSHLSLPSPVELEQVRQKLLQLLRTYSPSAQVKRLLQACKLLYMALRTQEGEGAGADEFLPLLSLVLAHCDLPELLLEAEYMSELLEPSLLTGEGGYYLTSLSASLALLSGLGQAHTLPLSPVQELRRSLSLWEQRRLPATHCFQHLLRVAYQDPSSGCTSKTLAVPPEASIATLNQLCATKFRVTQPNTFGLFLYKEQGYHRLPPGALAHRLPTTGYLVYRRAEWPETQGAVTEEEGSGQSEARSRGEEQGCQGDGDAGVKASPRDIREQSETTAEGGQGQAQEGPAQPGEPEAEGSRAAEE
FAS-TE inh = FAS thioesterase domain inhibitors, primary screen, biochemical, fluorescence intensity, uHTS; AID 602261, 2012; hit rate 0.67% among 360,000; inhibition, % at 15 µM; Fatty acid synthase (Homo sapiens), P49327; recombinant FAS-TE, OMFH fluorogenic substrate, fluorescence endpoint;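 active = compounds whose normalised, plate-corrected inhibition of enzyme fluorescence in the single-dose primary screen is 50% or more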;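 note: 0% = DMSO with enzyme and 100% = substrate without enzyme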
MT1-MMP act inh = blockers of MT1-MMP proenzyme processing, primary screen, HT1080 RFP-PRO-GFP cells, GFP/RFP fluorescence. Matrix metalloproteinase-14 (Homo sapiens), P50281. GFP/RFP ratio fluorescence, overnight; percent of plate control window, DMSO zero. GFP/RFP ratio change, % at 20 µM. hit rate 0.061% among 360,000;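 active = GFP/RFP ratio change of at least 30% with cell ATP level not reduced by more than half and red fluorescence within 50% of control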; note: strong numbers were not always called active
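Assay system: RFP-PRO-GFP reporter HT1080 cells; read-out basis: GFP/RFP fluorescence ratio; benchmarks: DMSO wells and RFP-L50D-GFP cells; doses: 20 µM single dose, 1% DMSO; schedule: overnight cell settling, then overnight compound exposure, 37 °C, 5% CO2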
bovine MsrA act = bovine MsrA enzyme activators, primary screen, biochemical, absorbance, HTS; Methionine sulfoxide reductase A (Bos taurus); purified bovine MsrA, absorbance read-out; activation, % at 10.6 µM; hit rate 0.3% among 360,000; in the data active = activation above about 7.5%;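 note: 0% = vehicle and 100% = reference activator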
E coli Lon inh = inhibitors of E. coli Lon protease, primary screen, biochemical, fluorescence polarization; P0A9M0; purified E. coli Lon protease; inhibition, % at 7.94 µM; hit rate 0.42% among 360,000; AID 602123, 2011; in the data active = inhibition above about 13%, passing the limit was not always enough;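 note: 0% = enzyme with probe and DMSO and 100% = no enzyme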
MsrA inh = bovine MsrA enzyme inhibitors, primary screen, biochemical, absorbance, HTS. Methionine sulfoxide reductase A (Bos taurus). purified bovine MsrA, absorbance read-out. inhibition, % at 15.5 µM. hit rate 0.75% among 360,000; in the data active = inhibition above about 4.5%;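 note: 0% = vehicle wells with enzyme and 100% = reference inhibitor wells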
* marks the source's active call; other numbers are inactive results; i = inactive; / = no result given; & = joins results of further samples.

SMILES	SKN-1 inh	Neddyl block	CendR NRP1 mod	Rin1-Abl PPI inh	FAS-TE inh	MT1-MMP act inh	bovine MsrA act	E coli Lon inh	MsrA inh
COC(=O)C(C(=O)Nc1ccc(OC)cc1)C1CCCCCC1 (configuration not stated)	17	i	-5	-4	5	0	3	9	-1.2
O=C(CSc1nnc(-c2ccncc2)n1C1CCCCC1)Nc1ccccc1	14	i	5	-3	-6	6	-1	-1	1.8
CC1=CC(C)C2C(=O)N(CCCN(C)C)C(=O)C2C1 (configuration not stated)	-10	i	11	-1	-5	-3	-1	-2	-0.7
CCN(CC(=O)Nc1c(F)cccc1F)C(=O)CN1C(=O)c2ccccc2C1=O	7	i	16	4	-10	3	-3	-2	0.6
COc1cccc(CNC(=O)[C@@H]2CCCN2C(=O)[C@H]2CCCCN2C(=O)c2ccccc2)c1	20	i	10	/	-14	1	0	-4	0.1
Nc1nc(CSc2nnnn2-c2ccc(Cl)cc2)nc(N2CCOCC2)n1	-46	i	-9	2	-6	4	-2	3	0.4
CCc1nc2c(OCc3ccccc3)cccn2c1N(C)C(=O)C(C)C	9	i	5	1	-2	-9	-11	-1	0.6
O=C(OCC1OC(n2ncc(=O)[nH]c2=O)C(OC(=O)c2ccccc2)C1OC(=O)c1ccccc1)c1ccccc1 (configuration not stated)	13	i	-14	-1	34	-5	-2	-7	-0.7
O=C(Nc1cccnc1)Nc1cc(Cl)cc(Cl)c1	7	i	6	0	6	-2	-9	2	-0.5
O=C(Nc1ccc(O)cc1)c1ccc2c(c1)C(=O)N(N1C(=O)c3ccccc3C1=O)C2=O	4	i	-51	2	-6	-1	-3	-10	1.5
CC(C)c1cc(C(=O)NCc2cccnc2)no1	7	i	-13	0	-8	0	-3	0	/
O=C(NCCc1ccccc1)c1ccc2c(=O)[nH]c3c(C(=O)NCC4CCCO4)sc(=S)n3c2c1 (configuration not stated)	-5	i	-67	-1	26	1	-2	6	0.3
O=S(=O)(NCc1ccc2c(c1)OCO2)c1cccc(S(=O)(=O)N2CCOCC2)c1	4	i	-9	1	-2	-1	2	0	0.7
Cc1cc(C(=O)N/N=C/c2cc(Br)c(Br)o2)n[nH]1	1	i	-10	-2	-2	3	-2	-14	3.4
Cc1nc2oc3c(NCc4ccccn4)ncnc3c2c2c1COC(C)(C)C2	5	/	2	-5	-7	4	-9	-1	1.7
NC(=O)c1c(NC(=O)c2ccncc2)sc2c1CCCC2	9	i	-13	-3	-5	1	-9	8	1.3
CC1(C)CC(=O)C([N+](=O)[O-])=C(NCCCO)C1	-1	i	2	0	-10	5	-5	18	2.4
CCCCc1nc2cc(C(=O)N3CCN(c4nc(C)cnc4C)CC3)ccc2o1	4	i	10	3	11	1	-2	-1	-1.0
CN(CC1CCCN(CCc2ccc(F)cc2)C1)C(=O)CCC(F)(F)F (configuration not stated)	1	i	0	1	-4	-1	-4	-9	-0.4
COc1ccc(C)cc1N(C(=O)c1cccc(F)c1)c1nc2ccccc2s1	18	i	-15	-4	13	1	-2	12	-0.4
Cc1ccc(N(Cc2ccccc2)C(=O)c2cc(S(=O)(=O)N3CCOCC3)ccc2C)cc1	-16	i	4	-1	19	-6	-3	3	-1.2
COc1ccc(/C=N/Nc2nonc2N)c(OC)c1	1	i	-11	0	-1	3	-3	3	2.2
Cc1ccc(NC(=O)c2ccc(CN3CC(=O)N4CCCCC4C3=O)cc2)c(C)c1 (configuration not stated)	6	i	8	-5	-7	4	-1	-6	0.3
CC(C)SC1=NC(C)(C)C=C(/C=C/c2c(Cl)cccc2Cl)N1	9	i	-5	2	24	-3	-4	-4	/
Cc1cc(Cl)c(OCCCNC2CCCC2)c(Br)c1	-8	i	-2	2	-2	4	1	-13	0.1

Compounds from the list above that contain bromine (2):
SMILES	SKN-1 inh	Neddyl block	CendR NRP1 mod	Rin1-Abl PPI inh	FAS-TE inh	MT1-MMP act inh	bovine MsrA act	E coli Lon inh	MsrA inh
Cc1cc(C(=O)N/N=C/c2cc(Br)c(Br)o2)n[nH]1	1	i	-10	-2	-2	3	-2	-14	3.4
Cc1cc(Cl)c(OCCCNC2CCCC2)c(Br)c1	-8	i	-2	2	-2	4	1	-13	0.1

The results go on:
SMILES	SKN-1 inh	Neddyl block	CendR NRP1 mod	Rin1-Abl PPI inh	FAS-TE inh	MT1-MMP act inh	bovine MsrA act	E coli Lon inh	MsrA inh
Nc1nnc(-c2cn(-c3ccccc3)nc2-c2ccccc2)o1	9	/	-4	-1	-1	-6	-3	-8	1.3
C1=C(CCNc2ncnc3c2[nH]c2ccccc23)CCCC1	14	i	-15	-3	7	-11	-2	4	0.2
CCOC(=O)N1CCN(C(=O)COc2cccc3c2CCN(CC)C3=O)CC1	1	i	2	-1	-3	4	-7	-7	1.0
COc1cc(C2CC(=O)Oc3c2c(=O)n(C)c2ccccc32)ccc1O (configuration not stated)	-4	i	-17	2	-2	-2	-4	12	1.1
CC(C)CCNC(=O)C1CCN(c2nnc(-n3cccc3)s2)CC1	-5	i	13	2	-6	2	2	-1	0.0
Cc1occc1C(=O)Nc1c(F)c(F)c(F)c(F)c1F	11	i	2	-2	-9	15	-4	-1	0.2
O=C(Nc1ccccc1C(=O)O)c1cccc(NS(=O)(=O)c2ccc(Br)cc2)c1	13	i	-10	-1	7	1	-2	-11	-0.2
O=C(Nc1cccc(Cl)c1)Nc1ccc(Br)cc1F	22	i	-2	0	6	-21	-4	-7	1.1
O=C(CN1C(=O)/C(=C/c2ccco2)SC1=S)Nc1ccc(O)c(C(=O)O)c1	10	i	-107	4	-1	16	-6	-46	2.7
Cc1cc2ccccc2n1CCNC(=O)Cc1ccccc1	42	i	8	0	0	43	3	9	0.1
O=C1NC[C@@H](Cc2cccc3ccccc23)N(CC2(c3ccccc3)CC2)C1=O	-18	i	5	0	-10	-10	-10	7	-0.5
CCOC(=O)c1cnc(-n2nc(C)cc2C)nc1Oc1ccc(C#N)cc1	17	i	16	0	-2	-2	-2	-9	-1.1
CCc1ccccc1N1C(=O)c2ccccc2S1(=O)=O	4	i	-2	0	-3	3	-8	7	-1.0
COc1ccc(S(=O)(=O)N2CCCC2)cc1OC	12	i	20	1	-7	0	-3	2	0.4
Cc1cccc(N2C(=O)C3CCCN3C2=S)c1C (configuration not stated)	3	i	-12	6	-5	5	-3	6	-0.2
O=C1Nc2ccccc2C12Nc1ccccc1-c1nc3ccccc3n12 (configuration not stated)	3	i	-2	0	-1	-2	-4	-1	2.8
O=C(NC(c1ccc(Cl)cc1)c1cnccn1)C1CCN(CCCc2ccccc2)CC1 (configuration not stated)	-3	i	-10	2	-6	-1	-7	-8	/
CN(C)CCC(c1ccc(Br)cc1)c1ccccn1 (configuration not stated)	3&-10&-5	i	-9&-4&-5	0&1&1	-3&0&-3	-1&-7&-3	-3&0&0	-7&0&-10	1.6&-0.4&0.5
Cc1cc(C)nc(-n2ncc3c2CC(C)CC3=O)n1 (configuration not stated)	2	i	7	1	-5	3	3	5	-0.5
COCCNC(=O)CCc1c(C)nc2nc(-c3cc(OC)cc(OC)c3)nn2c1C	-12	i	2	-4	-7	7	-3	4	-0.1
C=CCNC(=O)CCCc1ccccc1	-6	i	8	-3	-9	-1	-2	-6	-0.6
Cc1ccc(OCCNc2cc(N3CCN(CCO)CC3)ccc2[N+](=O)[O-])cc1C	0	i	-16	-5	14	2	-4	-4	-0.2
CCOC(=O)C1=NOC(CNC(=O)c2ccccc2Cl)C1 (configuration not stated)	-1	i	1	5	-4	1	-9	4	2.9
CCn1nccc1C(=O)Nc1nccs1	-1	i	10	-1	-6	1	5	-9	-0.5
CCCc1cnc(N2CCN(C(=O)c3ccc(F)cc3)CC2)nc1	27	i	7	0	12	-2	0	-1	-1.4
New compounds follow.
SMILES	SKN-1 inh	Neddyl block	CendR NRP1 mod	Rin1-Abl PPI inh	FAS-TE inh	MT1-MMP act inh	bovine MsrA act	E coli Lon inh	MsrA inh
Cc1ccc(/C=N/NC(=O)C2CCN(Cc3ccc(F)cc3Cl)CC2)o1	-9	i	1	1	-3	-9	-1	-1	-0.1
COc1cccc(-c2nnc3sc(-c4ccccn4)nn23)c1	-4	i	1	-2	4	-1	-10	-1	-0.7
CCOCCCNC(=O)c1cc2c(=O)n(CC)c3ccccc3c2s1	5	i	15	0	-2	3	-3	6	1.7
O=C(NCc1ccco1)c1ccc(-c2ccc(F)c(F)c2)c2ccoc12	12	i	3	2	20	2	-1	1	-0.2
COc1cc(C2NC(=O)NC(C)=C2C(=O)OCc2ccc(C)cc2)cc(OC)c1OC (configuration not stated)	10	i	0	1	-1	1	-1	-13	-0.1
CC12CCC(C(=O)Nc3ccc4c(c3)OCCO4)(OC1=O)C2(C)C (configuration not stated)	-5	i	-9	-5	-6	1	-2	3	-0.8
Cc1cc(C(=O)NC2CCCCC2)c(C)n1-c1ccc(F)cc1	4	i	-4	-2	-6	6	-5	-5	-0.4
COc1cc(Cl)c(S(=O)(=O)NCCN2CCOCC2)cc1Cl	5	i	6	4	-10	5	-7	-2	-0.1
O=C(CCN1C(=O)S/C(=C\c2ccccc2)C1=O)N1CCOCC1	-3	i	10	-7	-6	-1	3	-3	5.7*
CC(=O)NS(=O)(=O)c1ccc(NC(=O)c2ccccn2)cc1	3	i	1	-1	-4	-6	1	-4	-0.5
CC(C)(C)NC(=O)CN(C(=O)c1snc(C(=O)NC2CCCCC2)c1N)c1ccc(F)cc1	-11	/	-2	1	13	-12	-12	5	-0.1
O=C(Nc1cccc(S(=O)(=O)N2CCCCCC2)c1)C1CCC1	8	i	3	2	0	9	-4	2	-1.2
CNc1ccccc(C(=O)/C=C/c2ccccc2OC)c1=O	14	i	-33	3	-7	-18	0	-12	2.2
COc1cc(/C=C\C(=O)NCc2ccc3[nH]c(C)cc3c2)cc(OC)c1OC	2	i	-14	-3	-1	0	-6	14	2.6
Cc1cc(C)cc(N(CC(=O)NCc2ccc(F)cc2)C(=O)c2snc(C(N)=O)c2N)c1	15	i	5	-3	1	-5	-1	5	-0.4
COc1cc(C)nc(N2CCCC(C(=O)Nc3ccccc3Br)C2)n1 (configuration not stated)	-11	i	2	0	3	-2	-4	-5	1.4
Cc1cc(Oc2ccccc2F)nc(NCc2ccccc2)n1	-18	i	2	0	12	-2	-14	-3	1.8
CCCn1c(CN2CCCCC2CC)nc2c1c(=O)n(C)c(=O)n2C (configuration not stated)	5	i	2	0	1	-5	1	10	-0.5
CCC(CC)c1nnc(NC(=O)CN2C(=O)c3ccccc3C2=O)s1	14	i	14	0	0	-1	-3	-4	-0.5
COc1ccc(CCNC(=O)CSc2nc3c(c(=O)n(C)c(=O)n3C)n2C)cc1OC	12	i	13	1	-13	1	3	-3	0.4
N#Cc1ccccc1NC(=O)C(=O)NCCCN1CCCC1=O	4	i	-1	-1	-6	-2	-2	-9	-1.2

Two consecutive compounds out of the list so far, for reference:
SMILES	SKN-1 inh	Neddyl block	CendR NRP1 mod	Rin1-Abl PPI inh	FAS-TE inh	MT1-MMP act inh	bovine MsrA act	E coli Lon inh	MsrA inh
COc1ccc(CCNC(=O)CSc2nc3c(c(=O)n(C)c(=O)n3C)n2C)cc1OC	12	i	13	1	-13	1	3	-3	0.4
N#Cc1ccccc1NC(=O)C(=O)NCCCN1CCCC1=O	4	i	-1	-1	-6	-2	-2	-9	-1.2

MsrA inh: hit marks shown above.
SMILES	SKN-1 inh	Neddyl block	CendR NRP1 mod	Rin1-Abl PPI inh	MT1-MMP act inh	bovine MsrA act	E coli Lon inh	MsrA inh
O=C(CCN1C(=O)S/C(=C\c2ccccc2)C1=O)N1CCOCC1	-3	i	10	-7	-1	3	-3	5.7*
